TEAD-YAP block: TEAD-YAP interaction inhibition; inhibition, % at 9.12 µM; HEK-TIYL cells, TEAD-Gal4/YAP UAS-luciferase luminescence; 1.4% of 640,000 active; in the data active = inhibition above about 32%;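 also: 0% = median of test compound wells and 100% = reference inhibitor wells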
FBW7 activator: human FBW7 E3 ligase activation, primary screen. Q969H0. AlphaScreen FBW7–phospho-cyclin E peptide binding, activator screen. normalized activity (activation), % at 26.1 µM. 0.13% of 650,000 active. AID 1259310; in the data active = normalized activity above about 1.9%;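 also: purified mutant Fbw7 with reduced substrate affinity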
MITF inh: blocks human microphthalmia-associated transcription factor. inhibition, % at 2.6 µM. 0.91% of 650,000 active. AlphaScreen MITF homodimerization, bead proximity signal; in the data active = inhibition above about 50%;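 also: 0% = vehicle wells with protein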
Target sequence (O75030 whole entry, looked up): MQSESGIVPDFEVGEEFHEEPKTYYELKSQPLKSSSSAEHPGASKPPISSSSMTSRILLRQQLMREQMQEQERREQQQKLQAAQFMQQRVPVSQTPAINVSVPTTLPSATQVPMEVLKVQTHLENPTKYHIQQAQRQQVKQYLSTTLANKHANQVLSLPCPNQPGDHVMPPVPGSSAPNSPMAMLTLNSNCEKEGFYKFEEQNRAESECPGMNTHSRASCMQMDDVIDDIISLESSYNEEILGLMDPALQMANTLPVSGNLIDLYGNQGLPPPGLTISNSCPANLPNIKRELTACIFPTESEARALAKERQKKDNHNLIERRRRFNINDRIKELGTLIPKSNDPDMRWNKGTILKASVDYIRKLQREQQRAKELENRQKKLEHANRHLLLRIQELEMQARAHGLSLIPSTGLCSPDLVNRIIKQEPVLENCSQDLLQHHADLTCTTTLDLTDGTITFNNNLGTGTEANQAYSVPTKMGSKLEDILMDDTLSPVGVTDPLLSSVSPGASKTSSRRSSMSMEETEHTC
GPR151 ag: activates the human receptor GPR151; PathHunter beta-arrestin GPR151 cells, luminescence; AID 1508602; activation, % at 11.2 µM; Q8TDV0; 1% of 650,000 active; in the data active = activation above about 4.9%;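 also: 0% = median of compound wells and 100% = cells with positive control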
Target sequence (Q8TDV0 whole entry, looked up): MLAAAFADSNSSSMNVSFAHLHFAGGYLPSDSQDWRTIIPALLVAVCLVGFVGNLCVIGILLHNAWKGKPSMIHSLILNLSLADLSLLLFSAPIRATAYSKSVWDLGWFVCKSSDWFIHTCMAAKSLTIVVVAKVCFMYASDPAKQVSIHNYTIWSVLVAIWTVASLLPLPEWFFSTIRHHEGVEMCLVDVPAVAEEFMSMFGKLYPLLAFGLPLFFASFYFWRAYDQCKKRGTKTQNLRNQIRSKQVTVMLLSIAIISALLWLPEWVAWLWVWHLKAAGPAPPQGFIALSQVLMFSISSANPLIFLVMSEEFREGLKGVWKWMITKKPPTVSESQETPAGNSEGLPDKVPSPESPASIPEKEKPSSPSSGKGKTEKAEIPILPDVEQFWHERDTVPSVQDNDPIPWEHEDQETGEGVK
The depositor's hits bear a star; . = no result given; & = joins results of further samples.

SMILES	TEAD-YAP block	FBW7 activator	MITF inh	GPR151 ag
CCCC1CCC(c2ccc(C(=O)COC(=O)C(Cc3c[nH]c4ccccc34)NC(=O)c3ccc(Cl)cc3)cc2)CC1 (stereo not given)	-17	0.0	-4	-0.4
CCc1ccccc1N(C(=O)c1cccs1)C1C=CS(=O)(=O)C1 (stereo not given)	11	0.7	-1	-0.3
CCOc1ccccc1/C=C/C(=O)NCC(=O)N1CCC(N(C)C2CCCCC2C)CC1 (stereo not given)	7	0.4	9	0.6
O=c1n(CCN2CCCCC2)c2cccnc2n1Cc1cccs1	-3	-0.1	15	-0.7
CCOC(=O)c1c(NC(=O)CSc2nnc(CNC(=O)c3ccc(OC)cc3)n2-c2ccccc2OC)sc2c1CCCCC2	3	0.2	12	0.4
Cc1nc2sccn2c(=O)c1S(=O)(=O)Nc1ccc(Oc2ccc(Cl)cc2)cc1	19	0.0	-9	-0.1
COc1ccc2c(c1)CCc1c(C(=O)N3CCOCC3)noc1-2	-70	-0.1	14	-0.5
O=C(NN1C(=O)C2C3c4ccccc4C([N+](=O)[O-])(c4ccccc43)C2C1=O)c1ccncc1 (stereo not given)	-11	0.2	-2	-1.0
COc1cccc(C(=O)O/N=C(\N)c2ccc([N+](=O)[O-])cc2)c1OC	-9	0.1	14	-2.0
CCN1C(=O)C(O)(c2c(C)[nH]c3ccccc23)c2cc(Cl)ccc21 (stereo not given)	5	0.0	8	-1.7
COc1ccc(CN(Cc2cc3ccc(C)cc3[nH]c2=O)C(C)=O)cc1	-4	-0.1	7	-1.5
CC1=C(C(=O)Nc2ccccc2)C(C2CCCCC2)C(C#N)=C(N)O1 (stereo not given)	6	-0.1	2	-1.8
Cc1ccc2c(CN3CCN(c4ccc(O)cc4)CC3)cc(=O)oc2c1	1	0.1	5	0.3
CCOC(=O)c1c(C)oc2ccc(N(C(=O)c3ccccc3)S(=O)(=O)c3ccc(CC)cc3)cc12	-5	1.2	5	1.0
CCN(CC)C(=O)c1sc(NC(=O)c2cccnc2)c(C(=O)OC)c1C	-3	0.1	14	-0.3
COc1ccc(OC)c([C@@H]2C[C@H](C(=O)Nc3ccc4c(c3)OCO4)N(C)S(=O)(=O)N2)c1	16	-0.2	10	1.5
CN(C(=O)CCc1nnc(C2(c3ccc(Cl)cc3)CCC2)o1)C1CCOC1 (stereo not given)	-12	0.1	-10	0.0
COc1ccc(NC(=O)COc2nc3cc4c(nc3o2)CCC4)cc1	7	0.0	2	-0.9
CCCOC(=O)c1c(NC(=O)C2CCCO2)sc2c1CCC(C)C2 (stereo not given)	-10	-0.2	0	1.6
O=C(CCN1CCN(CCO)CC1)Nc1ccc(OCc2ccccc2)cc1	-11	-0.2	11	1.4
COc1cccc(C2C(C#N)=C(N)Oc3n[nH]c(C)c32)c1 (stereo not given)	-8	-0.1	1	-0.4
COc1cccc(CN(CCCO)C(=O)C(O)c2ccc(-c3cn[nH]c3C)cc2)c1 (stereo not given)	-5	0.1	16	-0.9
c1ccc2[nH]c(CNc3nc(Nc4ccc(-n5ccnc5)cc4)nc4nc[nH]c34)nc2c1	0	0.1	14	-1.9
O=C(Nc1ccccc1)c1cncc(-c2ccc(N3CCOCC3)nc2)c1	2	0.2	14	-0.6
CCOCCn1cnc2sc(C(=O)Nc3ccccc3C(F)(F)F)c(C)c2c1=O	3	0.3	10	0.8
CC(C)(C)OC(=O)N1CCC[C@H]1C(=O)c1nc2ccccc2s1	-22	0.1	17	0.0
O=C(/C=C/NCc1cccnc1)c1ccc(-c2ccccc2)cc1	-6	0.0	-5	0.1
C/C(=N\NC(=O)c1ccccc1Br)c1ccc(F)cc1	-19&-21	0.3&-0.2	0&6	0.2&1.2
CCC(C)(C)NC(=O)c1cc(Cl)ccc1OC	-20	-0.2	-6	-1.2
Cc1cc(C)nc(-n2nc(C(C)(C)C)cc2OCC(=O)N2CCCc3ccccc32)n1	-2	0.0	-12	-0.3
CCOC(=O)c1ccc(NC(=O)C(Cc2ccccc2)N2C(=O)c3cc(Cl)c(Cl)cc3C2=O)cc1 (stereo not given)	-3	-0.1	9	-0.8
CN1CCN(c2cc(-c3ccccc3F)nc(-c3cccnc3)n2)CC1	14	0.0	-3	0.4
C=CCNC(=O)C(=O)Nc1nccs1	8	-0.1	-4	1.1
Cc1cccc(C)c1OC(=O)c1ccc(C(=O)Oc2c(C)cccc2C)cc1	-5	0.2	10	1.2
CN(Cc1ccccc1)C(=O)c1ccc2c(=O)n(CCc3ccccc3)c(SCc3cccc([N+](=O)[O-])c3)nc2c1	1	-0.1	-5	11*
COc1ccc(Nc2nc(N3CCCC3)nc(N3CCCC3)n2)c(OC)c1	3	0.2	25	-0.7
CC(C)(Oc1ccc(Cl)cc1)C(=O)Nc1ccc(I)cn1	-4	0.2	7	-0.8
Cc1nnc(SCC(=O)Nc2ccc(F)c(F)c2)[nH]c1=O	0	0.0	-7	-1.9
COc1ccc(C2NC(=O)N(C)C(C)=C2[N+](=O)[O-])cc1OC (stereo not given)	-5	-0.5	2	0.1
CCc1ccc(NC(=O)C(OC)c2ccccc2)cc1 (stereo not given)	-23	-0.1	-7	1.0

Exported as labelled records: part of the list above.
Cc1nnc(SCC(=O)Nc2ccc(F)c(F)c2)[nH]c1=O
- TEAD-YAP block: 0
- FBW7 activator: 0.0
- MITF inh: -7
- GPR151 ag: -1.9
Cc1cccc(C)c1OC(=O)c1ccc(C(=O)Oc2c(C)cccc2C)cc1
- TEAD-YAP block: -5
- FBW7 activator: 0.2
- MITF inh: 10
- GPR151 ag: 1.2
CCOC(=O)c1ccc(NC(=O)C(Cc2ccccc2)N2C(=O)c3cc(Cl)c(Cl)cc3C2=O)cc1 (stereo not given)
- TEAD-YAP block: -3
- FBW7 activator: -0.1
- MITF inh: 9
- GPR151 ag: -0.8
CC(C)(Oc1ccc(Cl)cc1)C(=O)Nc1ccc(I)cn1
- TEAD-YAP block: -4
- FBW7 activator: 0.2
- MITF inh: 7
- GPR151 ag: -0.8

Going on with the list:
SMILES	TEAD-YAP block	FBW7 activator	MITF inh	GPR151 ag
CCCOc1ccccc1CNC(C)(C)C	-13	0.3	-22	9.3*
Nc1ccc(CCc2nc3ccc(N)cc3[nH]2)cc1	6	-0.1	-4	1.1
COc1ccc(-c2noc(-c3ccccc3)n2)cc1OC	-72	-0.1	-2	-2.7
O=C(N/N=C/c1ccccc1O)c1ccncc1	17	0.0	34	0.9
COC(=O)C1Sc2[nH]c(=O)sc2C(c2cc([N+](=O)[O-])ccc2O)C1C(=O)OC (stereo not given)	5	0.6	17	-0.8
Cc1cccc(NC(=O)Cn2nc3c4ccccc4nc(C(C)C)n3c2=O)n1	3	0.0	-1	0.5
CN(C)C(=O)/C(=C\c1ccccc1F)NC(=O)c1ccccc1	-3	0.0	0	0.0
O=C(O)c1cc(N2C(=O)C=CC2=O)ccc1Cl	-4	0.0	15	0.3
Cc1c(C)n2c(SCC(=O)NC(C)(C)C)nnc2[nH]c1=O	-4	0.1	3	-1.9
Cc1onc(-c2ccccc2Cl)c1C(=O)N1CCN(c2ccccn2)CC1	11	0.2	8	0.8
O=C(Nc1cccc([N+](=O)[O-])c1)c1scc2c1CCCC2	-100	-0.1	-3	-2.5
Nc1sc2c(c1C(=O)NC1CCCCC1)CCCC2	-10	-0.3	-5	0.3
CCOC(=O)N/N=C1\C[C@@H](O)[C@@H](O)[C@@H]2[C@@H]3C(=O)N(c4cccc(Oc5ccccc5)c4)C(=O)[C@@H]3CC[C@H]12	.	0.0	22	0.0
COc1cc(C(=O)Nc2nc3ccc(S(C)(=O)=O)cc3s2)c([N+](=O)[O-])cc1OC	-1	-0.1	-4	-0.9
CCOc1ccc(N(Cc2nnc3n2CCCCC3)C(=O)Nc2ccccc2C)cc1	-1	-0.2	7	2.9
O=C(Nc1ccc(F)cc1)C1CC(=O)N(Cc2ccc3c(c2)OCO3)C(=Nc2ccccc2)S1 (stereo not given)	-7	-0.1	-9	1.8
CC(C)C(C)NC(=O)CSc1nc2ccccc2s1 (stereo not given)	-2	0.1	1	3.8
O=C1NC(c2ccco2)/C(=C(\O)c2ccccc2)C1=O (stereo not given)	4	-0.3	13	0.5
CCOC(=O)c1nnn(-c2nonc2N)c1CN1CCc2ccccc21	-1	0.0	7	-0.6
O=C(c1cccc(OC2CCN(Cc3ccncc3)CC2)c1)N1CCCC(O)C1 (stereo not given)	2	0.0	3	-0.4
COc1ccc(-c2nnc(NCC(C)C)o2)cc1	3	-0.1	-2	0.8
O=C(Cc1nc2ccccc2[nH]c1=O)c1cccs1	-57	0.3	-3	-2.6
COCCN1C(=O)c2ccccc2C(C(=O)N2CCN(c3ccccc3OC)CC2)C1c1ccc(F)cc1 (stereo not given)	-1	-0.1	-4	0.2
COC(=O)C1=C(C(=O)OC)SC2(S1)C(c1ccccc1)=CSC(C(=O)OC)=C2C(=O)OC	2	0.0	15	-0.2
COc1cccc(CN2C(=O)C(=O)N(C3CCCC3)C2=O)c1	-10	-0.2	1	1.8
O=C(N/N=C/c1ccc[nH]1)c1ccccc1	-46	-0.1	-10	-0.1
Cc1ccc(C#N)c(SCc2ccc([N+](=O)[O-])cc2)n1	-3	-0.2	12	0.0
CCN(C(=O)COc1cccnc1[N+](=O)[O-])C1CCS(=O)(=O)C1 (stereo not given)	0	0.2	-5	1.1
Cc1ccc(-c2nc(CSCC(=O)N3CCOCC3)c(C)o2)cc1	-11	-0.2	-18	5.0*
C/C(=N/NC(=O)c1cccc(O)c1)c1ccc([N+](=O)[O-])cc1	29	0.0	17	-1.8
CCC(c1nnnn1Cc1ccc(OC)cc1)N1CCN(c2ccc(F)cc2)CC1 (stereo not given)	-3	0.1	11	0.2
COc1ccccc1-n1c(SCC(=O)N2C(C)CCCC2C)nnc1-c1ccncc1 (stereo not given)	-6	0.1	8	0.5
O=S1(=O)N=C(Nc2cccc(Cl)c2Cl)c2ccccc21	-11	0.4	-8	1.1
COc1ccc2oc(=N)c(C(=O)NCc3ccccc3)cc2c1	1	-0.1	-8	-0.2
CCCCN(CCCC)S(=O)(=O)c1cc(C(=O)OCC)n(C)c1	4	0.0	0	-0.8
Cc1nc2c(c(=O)[nH]1)CCN(CC(C)(C)CN1CCN(C)CC1)C2	1	0.3	0	0.4
O=C(c1ccc([N+](=O)[O-])cc1)N1CCC(C(=O)N2CCC(Cc3ccccc3)CC2)CC1	5	-0.4	10	-0.2
CCOc1ccccc1C(=O)NCC(=O)OCc1cc(=O)oc2ccc3ccccc3c12	1	0.3	8	0.9
COC(=O)c1cccc(NC(=O)CC2CCS(=O)(=O)C2)c1 (stereo not given)	0	-0.1	-6	-0.8
COCCNS(=O)(=O)c1cc2c3c(c1)CC(=O)N3CCC2	-1	0.8	5	-1.1
CCOc1cc(-c2nnc(SCC(=O)Nc3ccc(C(C)C)cc3)nc2-c2ccc(OC)c(OCC)c2)ccc1OC	16	-0.4	7	-0.1
Cn1ncc2c(Nc3cc(Cl)cc(Cl)c3)ncnc21	-4	0.2	0	1.6
COc1ccccc1N1CCN(CC(=O)Nc2cc(C(F)(F)F)ccc2Cl)CC1	-4	0.0	9	-1.3
COc1ccc(C(c2nnnn2C(C)(C)C)N2CCN(c3ccccc3)CC2)cc1OC (stereo not given)	2	0.2	5	0.1
O=C(CSc1cn(CC(=O)N2CCOCC2)c2ccccc12)Nc1ccc(Br)cc1	7	-0.1	0	0.2
O=C1CN(c2nc3nonc3nc2N2CCCC2)CCN1C1CCCC1	-6	-0.1	-1	-1.4
Clc1ccccc1Nc1nc(-c2ccccn2)cs1	19	0.9	-4	-6.1
COc1ccc(-n2c(CNC(=O)c3cccc4ccccc34)n[nH]c2=S)cc1	12	-0.2	3	-0.3
O=C(COC(=O)c1cc(=O)[nH]c2ccccc12)Nc1cc([N+](=O)[O-])ccc1Cl	-3	-0.1	3	-1.2
O=C([C@@H](O)c1ccccc1Cl)N1CCC(Nc2ccc3[nH]ncc3c2)CC1	-11	-0.2	13	-0.4

Full records, quoted from the list. Order of screens: TEAD-YAP block | FBW7 activator | MITF inh | GPR151 ag
O=C([C@@H](O)c1ccccc1Cl)N1CCC(Nc2ccc3[nH]ncc3c2)CC1 across the screens: -11 | -0.2 | 13 | -0.4
O=C(CSc1cn(CC(=O)N2CCOCC2)c2ccccc12)Nc1ccc(Br)cc1 across the screens: 7 | -0.1 | 0 | 0.2
COc1ccc(C(c2nnnn2C(C)(C)C)N2CCN(c3ccccc3)CC2)cc1OC (stereo not given) across the screens: 2 | 0.2 | 5 | 0.1
COc1ccc(-n2c(CNC(=O)c3cccc4ccccc34)n[nH]c2=S)cc1 across the screens: 12 | -0.2 | 3 | -0.3
CCOc1cc(-c2nnc(SCC(=O)Nc3ccc(C(C)C)cc3)nc2-c2ccc(OC)c(OCC)c2)ccc1OC across the screens: 16 | -0.4 | 7 | -0.1

Carrying on:
SMILES	TEAD-YAP block	FBW7 activator	MITF inh	GPR151 ag
O=C(CSc1cn(CC(=O)N2CCOCC2)c2ccccc12)Nc1ccc(Cl)cc1	-29	0.1	-2	-0.6
CCOC(=O)c1c(NC(=O)c2ccc([N+](=O)[O-])cc2[N+](=O)[O-])sc(C)c1C	12	0.1	4	0.1
CCOC(=O)c1ccc(NC(=S)N(CCCN2CCN(C)CC2)Cc2cccs2)cc1	-4	-0.2	-4	-0.3
COc1cccc(N2C[C@@H]3C[C@@H](c4cn[nH]c4-c4ccccc4)N4CCC[C@@]34C2=O)c1	4	0.1	-1	0.0
Cc1ncc2c(c1CNC(=O)/C=C/c1ccccc1)CCN(C(=O)C(C)N1CCOCC1)C2 (stereo not given)	1	0.0	10	-1.3

Source: PubChem

Rows were taken by chance; any-hit rate near 3.4%.
